HGIII-sPLA2 inh: human group III sPLA2 inhibitors, primary screen, biochemical, QFRET, BODIPY PC-A2 liposome substrate. QFRET BODIPY PC-A2 liposome hydrolysis, fluorescence. inhibition, % at 12.2 µM. AID 743126, 2013. 0.56% of 370,000 active;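 active = inhibition above mean plus 3 SD of compounds lying within the high and low control bounds, cut at about 19% in these data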;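 also: 0% = median of test compound wells and 100% = no enzyme DMSO wells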
Target sequence (Q9NZ20 whole entry, looked up): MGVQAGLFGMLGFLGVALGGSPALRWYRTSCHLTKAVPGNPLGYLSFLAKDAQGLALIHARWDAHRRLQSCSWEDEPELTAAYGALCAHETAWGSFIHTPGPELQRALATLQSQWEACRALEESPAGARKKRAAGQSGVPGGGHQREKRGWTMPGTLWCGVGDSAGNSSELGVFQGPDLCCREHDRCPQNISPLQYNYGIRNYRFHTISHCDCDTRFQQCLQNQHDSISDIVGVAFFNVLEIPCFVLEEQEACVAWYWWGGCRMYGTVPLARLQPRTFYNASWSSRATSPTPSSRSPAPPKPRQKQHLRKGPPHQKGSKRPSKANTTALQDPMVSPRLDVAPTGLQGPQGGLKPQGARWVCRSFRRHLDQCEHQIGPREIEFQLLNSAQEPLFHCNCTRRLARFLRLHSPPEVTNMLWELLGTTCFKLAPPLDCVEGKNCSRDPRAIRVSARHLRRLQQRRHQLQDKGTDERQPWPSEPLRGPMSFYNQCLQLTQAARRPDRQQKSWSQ
SMARCA2 activ: SMARCA2 (BRM) function activators, primary screen, cell-based, luminescence, high throughput; MG213 cells, MMTV-luciferase reporter, dexamethasone, overnight; activation, % at 9.1 µM; 1% of 370,000 active; in the data active = activation above about 7.8%;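 also: 0% = vehicle wells and 100% = reference activator wells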
NPR1 activator: GC-A stimulated cGMP production enhancers – HEK293 GC-A cells, cGMP TR-FRET, EC30 ANP, primary screen; activation, % at 10 µM; Atrial natriuretic peptide receptor 1 (Homo sapiens), P16066; 0% at EC30 ANP, 100% saturating ANP; 0.14% of 370,000 active; in the data active = activation above about 40%
hgDAF12 agonist: H. glycines DAF-12 receptor agonists, primary screen, cell-based, luminescence, HEK293, GAL4 fusion, UAS-luciferase | Nuclear hormone receptor DAF-12 (Heterodera glycines), GAL4 fusion | HEK293 GAL4-hgDAF12 UAS-luciferase reporter, agonist luminescence; normalized to butyrate control | activation, % at 6.8 µM | 1.8% of 370,000 active;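 active = activation above a cutoff set at the mean of all screened compounds plus 3 SD, cut at about 10% in these data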;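 also: 0% = DMSO wells and 100% = sodium butyrate wells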
DAX1 inh-1: DAX1 (NR0B1) inhibitors, primary screen, cell-based, HEK293, Gal4-DAX1, luciferase luminescence; HEK293 Gal4-DAX1 luciferase reporter; AID 504766, 2011; inhibition, % at 6.75 µM; 0.99% of 340,000 active; Nuclear receptor subfamily 0 group B member 1 (Homo sapiens), P51843;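 active = inhibition above the mean over all tested compounds plus 3 SD, cut at about 4.2% in these data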;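 also: 0% = DAX1-transfected cells with DMSO and 100% = empty-vector control cells with DMSO; inhibition shows as a rise in luminescence from relieved DAX1 repression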
Target sequence (P51843 207-470 limits assumed): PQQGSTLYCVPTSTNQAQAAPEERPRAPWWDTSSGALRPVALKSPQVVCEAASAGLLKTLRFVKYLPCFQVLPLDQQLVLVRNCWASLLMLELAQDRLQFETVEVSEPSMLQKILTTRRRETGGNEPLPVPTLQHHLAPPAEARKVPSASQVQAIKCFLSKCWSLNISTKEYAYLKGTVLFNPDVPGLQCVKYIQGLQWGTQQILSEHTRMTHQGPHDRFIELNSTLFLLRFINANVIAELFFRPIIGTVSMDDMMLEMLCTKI
DAX1 inh-2: DAX1 (NR0B1) inhibitors on StAR promoter, primary screen, cell-based, luminescence, SF-1 (NR5A1), full-length DAX-1 | HEK293T StAR-luciferase reporter, SF-1/DAX-1 repression relief | inhibition, % at 6.8 µM | 1.1% of 370,000 active | AID 652010, 2013;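 active = inhibition above the mean over all tested compounds plus 3 SD, cut at about 3.6% in these data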;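 also: 0% = DAX-1 cells with DMSO and 100% = cells lacking DAX-1 with DMSO; higher inhibition means more luminescence from relief of DAX-1 repression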
ssDAF12 agonist: S. stercoralis DAF-12 nuclear receptor activators, primary screen, cell-based, luminescence, HEK293, GRIP1 co-expression, lit1-tk-luc. AID 652126, 2013. Nuclear hormone receptor DAF-12 (Strongyloides stercoralis). activation, % at 6.8 µM. HEK293 ssDAF-12/GRIP1 lit1-tk-luc reporter; % of 3 µM dafachronic acid response. 1% of 370,000 active;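 active = activation above the mean over all tested compounds plus 3 SD, cut at about 0.9% in these data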;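 also: 0% = DMSO-only wells and 100% = 3 µM delta7-dafachronic acid wells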
FXN GAA850 act: FXN promoter activators, primary screen, cell-based, luciferase luminescence, HEK293 lucGAA850. HEK293 lucGAA850 FXN promoter luciferase reporter, 24 h; percent of 10 µM SAHA response. activation, % at 6 µM. 0.56% of 360,000 active;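 active = activation above the average of all compounds screened plus 3 SD, cutoff fixed separately per campaign, cut at about 7.5% in these data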;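 also: 0% = DMSO wells and 100% = 10 µM SAHA wells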
GC-B act: human GC-B receptor activators, primary screen, HEK293 GC-B cells, cGMP TR-FRET, EC30 CNP. 0% at EC30 CNP, 100% saturating CNP. activation, % at 10 µM. 0.11% of 370,000 active;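 active = activation at 10 µM reaching about 35% in either raw or pattern-adjusted values, limit read from the data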
KLK7 zymogen act: proKLK7 zymogen activators, primary screen, biochemical, fluorescence intensity. 0.9% of 370,000 active. Kallikrein-7 (Homo sapiens), P49862. purified proKLK7, EDANS-DABCYL substrate fluorescence; 100% is mature enzyme control, 0% vehicle. activation, % at 7 µM;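 active = activation above the mean of all tested compounds plus 3 SD, computed per campaign excluding outliers beyond control limits, cut at about 13% in these data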
Target sequence (P49862 whole entry, looked up): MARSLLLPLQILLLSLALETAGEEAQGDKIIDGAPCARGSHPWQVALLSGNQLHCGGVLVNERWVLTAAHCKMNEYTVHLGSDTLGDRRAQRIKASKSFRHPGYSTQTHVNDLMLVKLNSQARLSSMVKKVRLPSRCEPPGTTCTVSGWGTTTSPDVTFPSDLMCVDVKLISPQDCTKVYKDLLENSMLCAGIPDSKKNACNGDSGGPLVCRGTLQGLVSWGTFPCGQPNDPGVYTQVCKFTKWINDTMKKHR
hcDAF-12 act: H. contortus DAF-12 nuclear receptor activators, primary screen, cell-based, luminescence, HEK293, lit1-tk-luc reporter; HEK293 hcDAF-12 lit1-tk-luc reporter; 0% DMSO, 100% Δ7-dafachronic acid; activation, % at 6.8 µM; 1.4% of 370,000 active;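 active = activation above the mean of all tested compounds plus 3 SD, cut at about 5.5% in these data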;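 also: 100% = response to 3 µM Δ7-dafachronic acid high control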
Starred values were filed as active, the others as inactive.

`CCOc1ccc(NS(=O)(=O)c2ccc(C(=O)NCC(c3ccco3)N3CCCCC3)cc2)cc1` (stereo not given) gave HGIII-sPLA2 inh -24, SMARCA2 activ -8, NPR1 activator -3, hgDAF12 agonist -2.0, DAX1 inh-1 -0.8, DAX1 inh-2 -1.4, ssDAF12 agonist -1.2, FXN GAA850 act 1.0, GC-B act -4, KLK7 zymogen act -0.5 and hcDAF-12 act -1.7.
`O=C(Nc1cc(C(F)(F)F)ccc1F)C1CCCC1` gave HGIII-sPLA2 inh -4, SMARCA2 activ -3, NPR1 activator 3, hgDAF12 agonist -0.2, DAX1 inh-1 3.5, DAX1 inh-2 -0.5, ssDAF12 agonist -1.8, FXN GAA850 act -2.2, GC-B act 2, KLK7 zymogen act 0.7 and hcDAF-12 act -2.5.
`C=CCn1c(=N)n(CC(O)c2ccco2)c2ccccc21` (stereo not given) gave HGIII-sPLA2 inh 7, SMARCA2 activ 2, NPR1 activator -5, hgDAF12 agonist 1.8, DAX1 inh-1 0.3, DAX1 inh-2 -0.6, ssDAF12 agonist -1.4, FXN GAA850 act 0.7, GC-B act -8, KLK7 zymogen act -0.1 and hcDAF-12 act -0.6.
For Cc1ccccc1C(=O)NC1CCCCN(C)C1=O (stereo not given) the results were HGIII-sPLA2 inh 5, SMARCA2 activ -2, NPR1 activator 3, hgDAF12 agonist -2.9, DAX1 inh-2 0.9, ssDAF12 agonist -1.3, GC-B act -4, KLK7 zymogen act 0.7 and hcDAF-12 act 0.5.
Screening Cn1ncc(Br)c1C(=O)Nc1ccc(Cl)cn1 returned HGIII-sPLA2 inh -3, SMARCA2 activ 1, NPR1 activator -2, hgDAF12 agonist 1.4, DAX1 inh-1 2.0, DAX1 inh-2 0.1, ssDAF12 agonist -0.8, FXN GAA850 act 1.8, GC-B act 1, KLK7 zymogen act 0.0 and hcDAF-12 act 2.2.
For O=C(COc1ccc(Br)cc1)N1CCN(S(=O)(=O)/C=C/c2ccccc2)CC1 the results were HGIII-sPLA2 inh -36, SMARCA2 activ -1, NPR1 activator -13, hgDAF12 agonist 5.2, DAX1 inh-1 -1.1, DAX1 inh-2 -0.1, ssDAF12 agonist -1.1, FXN GAA850 act 0.6, GC-B act -5, KLK7 zymogen act -0.1 and hcDAF-12 act -1.2.
For COc1cc(CNC(C)c2ccccc2)cc(Br)c1OCc1ccccc1 (stereo not given) the results were HGIII-sPLA2 inh -22, SMARCA2 activ -3, NPR1 activator -14, hgDAF12 agonist 2.7, DAX1 inh-1 0.2, DAX1 inh-2 0.1, ssDAF12 agonist -1.3, FXN GAA850 act 2.5, GC-B act -9, KLK7 zymogen act 0.1 and hcDAF-12 act -1.4.
For CCOc1ccc(NC(=O)C(CC)NC(=O)c2ccccc2CO)cc1 (stereo not given) the results were HGIII-sPLA2 inh -3, SMARCA2 activ -1, NPR1 activator 4, hgDAF12 agonist -0.6, DAX1 inh-1 0.8, DAX1 inh-2 -0.5, ssDAF12 agonist -0.9, FXN GAA850 act 1.8, GC-B act -2, KLK7 zymogen act 0.1 and hcDAF-12 act 0.6.
CCCCCCc1cc2cc(-c3nnc(-c4cccc(OC)c4)o3)c(=O)oc2cc1O was read as HGIII-sPLA2 inh -1, SMARCA2 activ -1, NPR1 activator 5, hgDAF12 agonist 4.0, DAX1 inh-2 1.4, ssDAF12 agonist -1.0, GC-B act 8, KLK7 zymogen act -1.1 and hcDAF-12 act -0.4.
`O=C(COC(=O)C1CCCC1)Nc1cccc(Cl)c1Cl` gave HGIII-sPLA2 inh -7, SMARCA2 activ 1, NPR1 activator 2, hgDAF12 agonist -0.5, DAX1 inh-1 1.7, DAX1 inh-2 -1.4, ssDAF12 agonist -1.8, FXN GAA850 act 0.2, GC-B act 1, KLK7 zymogen act -0.1 and hcDAF-12 act 0.4.
O=C(Cn1cnc2ccccc2c1=O)c1ccc(Br)cc1 was read as HGIII-sPLA2 inh -5, SMARCA2 activ -3, NPR1 activator 0, hgDAF12 agonist 12*, DAX1 inh-1 0.1, DAX1 inh-2 1.8, ssDAF12 agonist -0.8, FXN GAA850 act 3.6, GC-B act 0, KLK7 zymogen act 0.5 and hcDAF-12 act 0.8.
CCOc1cc(N2CCOCC2)c(OCC)cc1NC(=O)CSc1cccc[n+]1[O-] was read as HGIII-sPLA2 inh 4, SMARCA2 activ 0, NPR1 activator -2, hgDAF12 agonist 2.6, DAX1 inh-1 -0.7, DAX1 inh-2 -0.4, ssDAF12 agonist -1.4, FXN GAA850 act 0.8, GC-B act 4, KLK7 zymogen act -0.4 and hcDAF-12 act -0.5.
For CC(=O)c1c(C)n(C)c2ccc(OC(=O)c3ccco3)cc12 the results were HGIII-sPLA2 inh 0, SMARCA2 activ -2, NPR1 activator 3, hgDAF12 agonist 0.1, DAX1 inh-1 1.3, DAX1 inh-2 -0.3, ssDAF12 agonist -0.9, FXN GAA850 act -0.9, GC-B act -3, KLK7 zymogen act -0.4 and hcDAF-12 act -1.6.
For Fc1cccc(Cc2c(C3CCCCC3)nc3ccc(Br)cn23)c1 the results were HGIII-sPLA2 inh -11, SMARCA2 activ -1, NPR1 activator 1, hgDAF12 agonist -1.2, DAX1 inh-2 -0.2, ssDAF12 agonist -0.3, GC-B act 3, KLK7 zymogen act -0.2 and hcDAF-12 act -1.2.
For O=S(=O)(NCC1CCCO1)c1cccc(C(F)(F)F)c1 (stereo not given) the results were HGIII-sPLA2 inh 3, SMARCA2 activ -3, NPR1 activator 2, hgDAF12 agonist -0.5, DAX1 inh-1 -0.9, DAX1 inh-2 -0.7, ssDAF12 agonist -1.4, FXN GAA850 act -1.0, GC-B act 2, KLK7 zymogen act 0.1 and hcDAF-12 act -0.4.
O=C(c1sc2cccc(Cl)c2c1Cl)N1CCN(CCc2ccccn2)CC1 was read as HGIII-sPLA2 inh -8, SMARCA2 activ -2, NPR1 activator -5, hgDAF12 agonist 0.0, DAX1 inh-1 0.2, DAX1 inh-2 -0.1, ssDAF12 agonist -0.8, FXN GAA850 act 1.2, GC-B act 0, KLK7 zymogen act 0.6 and hcDAF-12 act -2.4.
`COc1cccc(/C=C2/C(=O)NN(c3ccc(F)cc3)C2=O)c1` gave HGIII-sPLA2 inh 7, SMARCA2 activ -2, NPR1 activator 16, hgDAF12 agonist 0.8, DAX1 inh-1 -0.3, DAX1 inh-2 0.5, ssDAF12 agonist 0.2, FXN GAA850 act 0.7, GC-B act 2, KLK7 zymogen act -0.2 and hcDAF-12 act -0.2.
Screening COCCNC(=S)N1CCN(Cc2ccc3c(c2)OCO3)CC1 returned HGIII-sPLA2 inh 6, SMARCA2 activ 3, NPR1 activator 7, hgDAF12 agonist 1.6, DAX1 inh-1 1.1, DAX1 inh-2 0.1, ssDAF12 agonist -0.1, FXN GAA850 act 0.1, GC-B act 4, KLK7 zymogen act -0.2 and hcDAF-12 act -1.8.
`COC(=O)C1=C[C@@H](C(=O)OC)[C@@H]2C3=C(C(=O)[C@@]2(C)NC(=O)c2ccccc2)[C@H](C)C(C(=O)OC)=C(C(=O)OC)[C@@H]3C1` gave HGIII-sPLA2 inh 0, SMARCA2 activ -1, NPR1 activator 2, hgDAF12 agonist -1.5, DAX1 inh-1 -1.0, DAX1 inh-2 0.5, ssDAF12 agonist -1.4, FXN GAA850 act 0.7, GC-B act -2, KLK7 zymogen act 0.2 and hcDAF-12 act -2.0.
For CCCOC(=O)c1ccc(NC(=O)CC(C)(C)C)cc1 the results were HGIII-sPLA2 inh 1, SMARCA2 activ 6, NPR1 activator -2, hgDAF12 agonist 13*, DAX1 inh-1 2.4, DAX1 inh-2 3.8*, ssDAF12 agonist 0.1, FXN GAA850 act 6.2, GC-B act -1, KLK7 zymogen act 0.4 and hcDAF-12 act 3.9.
`Cc1cccc(NC(=O)CN2C(=O)N/C(=C/c3cc(C)n(C)c3C)C2=O)c1` gave HGIII-sPLA2 inh -7, SMARCA2 activ -1, NPR1 activator 7, hgDAF12 agonist -1.3, DAX1 inh-1 1.2, DAX1 inh-2 0.6, ssDAF12 agonist -1.1, FXN GAA850 act -0.2, GC-B act 0, KLK7 zymogen act -0.4 and hcDAF-12 act -0.3.
Screening CCN(CC)c1nc2ccccc2nc1C(C#N)C(=O)NCCc1ccccc1 (stereo not given) returned HGIII-sPLA2 inh 6, SMARCA2 activ 0, NPR1 activator 2, hgDAF12 agonist 0.3, DAX1 inh-1 -0.3, DAX1 inh-2 -0.6, ssDAF12 agonist -1.5, FXN GAA850 act 1.7, GC-B act 1, KLK7 zymogen act -0.5 and hcDAF-12 act -1.7.
COc1cccc(NC(=O)Nc2cc(C)ccc2F)c1 was read as HGIII-sPLA2 inh -19, SMARCA2 activ 2, NPR1 activator -1, hgDAF12 agonist 5.6, DAX1 inh-1 0.2, DAX1 inh-2 1.3, ssDAF12 agonist -0.9, FXN GAA850 act 8.2*, GC-B act -6, KLK7 zymogen act -0.3 and hcDAF-12 act 0.2.
`Cc1cc(C)cc(NC(=O)NN2C(C)CCCC2C)c1` (stereo not given) gave HGIII-sPLA2 inh 2, SMARCA2 activ 5, NPR1 activator -2, hgDAF12 agonist 0.7, DAX1 inh-1 3.2, DAX1 inh-2 0.4, ssDAF12 agonist -1.2, FXN GAA850 act 0.9, GC-B act 1, KLK7 zymogen act 0.5 and hcDAF-12 act -0.6.
`COCCNC(=O)COC(=O)/C=C/c1cnc2ccccc2n1` gave HGIII-sPLA2 inh 5, SMARCA2 activ 12*, NPR1 activator 1, hgDAF12 agonist 1.2, DAX1 inh-1 3.3, DAX1 inh-2 -0.8, ssDAF12 agonist -1.5, FXN GAA850 act 1.6, GC-B act -8, KLK7 zymogen act 0.1 and hcDAF-12 act 0.8.
Screening CCOCCn1c(CN2CCN(c3ccccc3)CC2)nc2c1c(=O)n(C)c(=O)n2C returned HGIII-sPLA2 inh 1, SMARCA2 activ 0, NPR1 activator 2, hgDAF12 agonist -1.7, DAX1 inh-1 -0.2, DAX1 inh-2 0.1, ssDAF12 agonist -1.4, FXN GAA850 act -0.2, GC-B act 4, KLK7 zymogen act -0.3 and hcDAF-12 act -2.6.

Bioassay records deposited in PubChem BioAssay by several laboratories.
